Menin MLL FP TR – displaces Texas Red mutant MLL peptide from human menin | O00255 | 0.23% of 270,000 active | Menin + Texas Red MLL mutant peptide, fluorescence polarization | Potency, µM (titrated, usually from 61.6 µM), for the others: at the top dose FP activity change, negative = inhibition, usual class: inhibitors | AID 1768; active = well fitted inhibition curve with a large enough effect in the polarisation, with a control signal flat, not every such curve was filed as active; inconclusive = small, poorly fitted or top-dose-only effect, or effect the other way, or a change in a side signal; inactive = no such curve, though single readings can be large or run the other way; the % refers to the polarisation; note: potency is the fitted concentration of half-maximal effect; % of control where 0% means no effect; many of its hits are not listed in these tables
A-T KAP1 phos – candidate therapy for ataxia-telangiectasia; […] A-T fibroblasts, KAP-1 phosphorylation AlphaLISA; neocarzinostatin DNA damage 30 min before lysis; Potency, µM (doses to about 57.5 µM), for inactives: top-dose activation, usual class: activators; 0.19% of 320,000 active; note: potency is the fitted concentration of half-maximal effect; % of control where 0% means no effect; nearly all actives have a fitted effect of over 45% in size
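hTERT-immortalized A-T patient fibroblasts ([…]), 500 cells/well in OPTI-MEM, 1% FBS, got compounds for 60 min, then NCS for 30 min at 37C. Lysates were then assayed for phospho-KAP-1 by AlphaLISA (anti-pKAP1 donor, anti-KAP1 acceptor beads), 6 hr at 25C.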
Mito fusion act – mitochondrial division inhibition or fusion activation. AID 485298. 0.23% of 320,000 active. Potency, µM (top dose mostly 46.1 µM), for the others: at the highest dose growth rescue (activation), most hits filed as activators. S. cerevisiae fusion-defective mutant growth rescue, CellTiterGlo 48 h;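 note: potency is the fitted concentration of half-maximal effect; % of control where 0% means no effect; nearly all actives have a fitted effect of over 45% in size; temperature-sensitive fusion mutants such as fzo1-1 at 37 °C on non-fermentable ethanol glycerol medium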
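S. cerevisiae fusion-defective temperature-sensitive mutants (e.g. fzo1-1, mgm1-5) grown 48 h at 37C in YPEG (ethanol/glycerol non-fermentable) medium with 23 nl compound per well; growth rescue read as CellTiterGlo luminescence.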
MBNL1 CUG block – MBNL1-poly(CUG) RNA binding inhibition | Q9NR56 | TR-FRET MBNL1-His/biotin-(CUG)12 binding, 665/545 ratio | Potency, µM (series often up to 57.5 µM), without a hit: at the top dose activity change, negative = inhibition, usual class: inhibitors | 0.036% of 280,000 active | AID 2675; active = well fitted inhibition curve with a large enough effect in the signal ratio, with a control signal flat, not every such curve was filed as active; inconclusive = small, poorly fitted or top-dose-only effect, or effect the other way, or a change in a side signal; inactive = no such curve, though single readings can be large or run the other way; the % refers to the signal ratio; note: potency is the fitted concentration of half-maximal effect; % is set by controls: 0 for no effect and ±100 for the full control effect
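Inhibition of protein-RNA binding appears as loss of TR-FRET between terbium anti-His antibody on MBNL1-His and streptavidin-XL665 on biotin-(CUG)12. Activity is normalized to buffer-only and uninhibited-complex controls.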
Integrin act MD – activators of alpha7 integrin expression for muscular dystrophy. Potency, µM (highest dose often 38.3 µM), for inactives: top-dose activation, most hits filed as activators. alpha7betagal myoblasts, beta-gal FDG fluorescence, 48 h. 0.064% of 350,000 active;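 note: potency is the fitted concentration of half-maximal effect; 100% = response of the positive control SU9516; nearly all actives have a fitted effect of over 60% in size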
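alpha7betagal+/- myoblasts (passage 13, 250/well) treated 48 h at 37C with compounds at 1:260 dilution of DMSO stock. Lysed, then beta-galactosidase activity read as FDG fluorescence (ex 480/em 540) after 30 min, with pre-read for autofluorescence.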
TSHR antagonist – human thyrotropin receptor antagonism. P16473. TSHR-expressing cells, TSH-stimulated cAMP HTRF, 2 h; hits give low values. activity change, negative = inhibition, % at 11.5 µM. 0.2% of 330,000 active;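 active = activity change below a set negative limit, meaning inhibition stronger than a set level, cut at about -70% in these data; inconclusive = activity change between two set negative limits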; note: % is set by controls: 0 for no effect and ±100 for the full control effect
Target sequence (P16473 whole entry, looked up): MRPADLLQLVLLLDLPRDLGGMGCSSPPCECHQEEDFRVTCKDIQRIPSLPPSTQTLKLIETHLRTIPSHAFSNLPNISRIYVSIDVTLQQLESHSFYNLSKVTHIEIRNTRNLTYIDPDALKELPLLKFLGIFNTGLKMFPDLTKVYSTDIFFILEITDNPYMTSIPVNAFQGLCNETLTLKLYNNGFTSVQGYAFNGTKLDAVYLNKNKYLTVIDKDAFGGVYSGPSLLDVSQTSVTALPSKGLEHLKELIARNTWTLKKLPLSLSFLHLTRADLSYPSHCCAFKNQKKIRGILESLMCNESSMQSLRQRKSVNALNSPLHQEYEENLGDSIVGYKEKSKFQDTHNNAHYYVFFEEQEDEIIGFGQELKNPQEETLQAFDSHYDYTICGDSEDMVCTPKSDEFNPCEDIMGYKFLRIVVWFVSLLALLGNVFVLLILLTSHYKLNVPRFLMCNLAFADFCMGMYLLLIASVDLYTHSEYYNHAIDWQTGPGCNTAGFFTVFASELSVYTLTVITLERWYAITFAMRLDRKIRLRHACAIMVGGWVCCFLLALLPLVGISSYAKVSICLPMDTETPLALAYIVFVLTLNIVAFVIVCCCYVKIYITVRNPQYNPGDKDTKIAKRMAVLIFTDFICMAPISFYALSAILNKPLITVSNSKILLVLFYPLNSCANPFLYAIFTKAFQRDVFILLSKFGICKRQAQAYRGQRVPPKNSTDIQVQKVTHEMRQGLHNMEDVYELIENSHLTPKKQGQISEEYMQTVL
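Antagonism was scored as loss of TSH-driven cAMP in TSHR cells, stimulated with 4nM TSH (EC80) for 2 hours at 37 deg C and detected by homogeneous HTRF competition immunoassay.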
CXXC DNA block – blocks binding of human MLL CXXC domain to DNA; 0.037% of 290,000 active; Potency, µM (doses to about 115 µM), without a hit: at the top dose activity change, negative = inhibition, usual class: inhibitors; Q03164; MLL-CXXC / FITC-HOXA9 DNA fluorescence polarization; active = well fitted inhibition curve with a large enough effect in the polarisation, with a control signal flat, not every such curve was filed as active; inconclusive = small, poorly fitted or top-dose-only effect, or effect the other way, or a change in a side signal; inactive = no such curve, though single readings can be large or run the other way; the % refers to the polarisation; note: potency is the fitted concentration of half-maximal effect
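Fluorescence polarization: 7 uM MLL-CXXC (stock) preincubated 5 min with compounds, then 50 nM fluorescein-HOX-A9 DNA (stock) added; 30 min ambient. Buffer 50 mM Tris-HCl pH 7.5, 50 mM NaCl, 1 mM DTT, 0.05% BSA.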
TCR act – activates T cell receptor signaling. primary human leukocytes, anti-CD3, IL-2 HTRF, 48 h. 330,000 tested, under 10 active. Potency, µM (doses to about 9.22 µM), inactives show top-dose activation of IL-2 secretion, usual class: activators; note: % of control where 0% means no effect
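TCR engagement came from a-CD3 beads alone, with compounds added to primary human leukocytes for 48 hr. Secreted IL-2 bridged europium cryptate- and d2-labelled anti-IL-2 antibodies, giving FRET emission at 665nm after 320nm excitation.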
ASM inhibitor – human S-ASM enzyme inhibition. P17405. placental ASM, HMU-PC fluorogenic substrate, 60 min. Potency, µM (series often up to 57.5 µM), inactives show at the highest dose activity change, negative = inhibition, usual class: inhibitors. 0.006% of 340,000 active. AID 504937; note: potency is the fitted concentration of half-maximal effect
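HMU-PC0 cleavage (9 uM final) by human placental ASM, 60 min at 37 °C following 10 min compound exposure at RT; stopped at pH 10, fluorescence Ex 386/Em 447 nm.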
TSG101-PTAP inh – blocks PTAP/TSG101 interaction to inhibit HIV-1 budding; Fluorescence polarization, FITC-PTAP peptide / Tsg101 binding; 340,000 tested, under 10 active; AID 493005; Potency, µM (doses to about 115 µM), for the others: top-dose activity change, negative = inhibition, actives largely listed as inhibitors; active = well fitted inhibition curve with a large enough effect in the main read-out, with a control signal flat, not every such curve was filed as active; inconclusive = small, poorly fitted or top-dose-only effect, or effect the other way, or a change in a side signal; inactive = no such curve, though single readings can be large or run the other way; note: potency is the fitted concentration of half-maximal effect; % of control where 0% means no effect
Target sequence (Q99816 whole entry, looked up): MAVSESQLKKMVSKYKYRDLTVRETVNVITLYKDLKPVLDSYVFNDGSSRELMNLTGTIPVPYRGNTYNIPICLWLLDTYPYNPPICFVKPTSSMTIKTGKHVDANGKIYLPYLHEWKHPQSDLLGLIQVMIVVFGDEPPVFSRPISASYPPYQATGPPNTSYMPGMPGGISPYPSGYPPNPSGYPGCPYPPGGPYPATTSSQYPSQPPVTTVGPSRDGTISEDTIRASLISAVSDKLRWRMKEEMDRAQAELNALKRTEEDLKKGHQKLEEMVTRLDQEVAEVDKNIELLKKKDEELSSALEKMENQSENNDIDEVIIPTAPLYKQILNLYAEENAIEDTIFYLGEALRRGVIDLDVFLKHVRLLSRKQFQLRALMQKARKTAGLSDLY
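Steps: Tsg101 binding domain dispensed (10 uM final), compounds pinned in DMSO, FITC-labeled PTAP-motif peptide added (50 nM final); after 20 min binding at room temperature, polarization measured.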
* hit, by the source's call; ? = inconclusive; . = not tested or not shown; [ ] = another dose, or the depositor's remark. Unless noted, calls come from the whole dose curve; as a rule, active = well fitted curve in the direction sought with a large enough effect; inconclusive = small, poorly fitted or top-dose-only effect, or another doubt; inactive = no such curve, though single readings can be large; an effect the other way counts as inactive or inconclusive. Only part of the results is shown (hit frequency here may not be typical).

SMILES	Menin MLL FP TR	A-T KAP1 phos	Mito fusion act	MBNL1 CUG block	Integrin act MD	TSHR antagonist	CXXC DNA block	TCR act	ASM inhibitor	TSG101-PTAP inh
O=c1c2ccccc2c(-c2ccccc2)nn1-c1ccc(Cl)c(Cl)c1	-21.7%	8.4%	0.1%	-3.1%	32.1%	11.0	-1.4%	6.2%	-7.2%	6.5%
CCOC(=O)c1c(/N=C/N(C)C)sc(C)c1C	-6.0%	-1.3%	3.8%	-2.6%	12.6%	-4.3	-0.5%	5.7%	1.1%	-2.7%
CCCC(=O)Nc1ccc2c(c1)nc1n2CCN(C2CCCCC2)C1	-23.1%	4.0%	-3.9%	?	-25.4%	-0.6	-0.9%	-7.0%	16.9%	-0.6%
CSC1=NSC2=NC(=O)/C(=C\c3coc4ccccc4c3=O)C(=N)N12	?	1.5%	9.2%	17.2%	?	-91.0*	?	-1.9%[46.1 µM]	9.7%	35.5µM*
CN(C)N=Nc1ccc(S(=O)(=O)NC(Cc2ccccc2)C(=O)O)cc1 (configuration not stated)	-28.6%	-2.2%	-3.4%	1.1%	?	8.0	8.7%	-4.2%	6.5%	-7.2%
COc1ccc(-n2c(=S)[nH]c(=O)c3cccnc32)cc1	.	-3.4%	-1.2%	-2.8%	5.6%	3.4	-26.7%	-0.4%	2.4%	0.1%
CC(Oc1ccc(Br)cc1)C(=O)Nc1nc(-c2ccccn2)cs1 (configuration not stated)	.	8.8%	-18.8%	3.8%	-45.2%[inhibitor]	-13.0	-2.4%	.	-5.7%	3.5%
CCN(C(=O)CN1CCOCC1)C1(C)C(=O)c2ccccc2C1=O	-3.6%	.	-1.6%	-11.0%	-2.1%	37.9	2.1%	-2.8%[46.1 µM]	-0.4%	-1.5%
O=c1[nH]c2ccccc2cc1-c1noc(-c2cccnc2)n1	-12.8%	2.9%	1.1%	18.6%	14.7%	-7.2	-1.1%	3.7%	59.9%[activator]	-7.8%
COc1cc(CNc2ncc(-c3ccc(Cl)cc3)n2C)cc(OC)c1OC	-27.9%	-10.5%	-3.5%	-3.3%	?	9.9	26.8%	.	1.8%	-3.7%
O=C(N/N=C/C=C/c1ccccc1)c1ccccn1	.	-2.0%	-6.2%	?	?	0.6	-0.5%	4.0%	-1.8%	0.9%
O=C(Cn1cnc2ccccc2c1=O)NNC(=O)c1cccc([N+](=O)[O-])c1	.	-0.9%	-1.7%	.	1.3%	0.5	.	3.3%	0.7%	-2.0%
C/C(=N\NC(=O)c1cccc2ccccc12)c1cccnc1	10.9%	-10.9%	-1.2%	1.9%	15.5%	27.3	0.0%	-5.3%	-1.0%	-0.6%
COc1ccc(NS(=O)(=O)c2cc(C(=O)Nc3ccccc3C(=O)O)ccc2C)cc1	?	2.1%	-6.4%	-13.3%	-27.5%	13.1	-16.7%	4.0%	12.0%	-8.3%
CCOc1ccc(CCNC(=O)c2cccc(S(=O)(=O)N3CCN(C(C)=O)CC3)c2)cc1OCC	.	2.5%	-3.2%	.	-9.6%	-5.7	.	2.1%	1.2%	-1.4%
CCn1c(CSc2nc3ccccc3[nH]2)nc2cc(C(=O)O)ccc21	.	1.8%	-4.4%	2.6%	15.1%	-3.5	?	-2.8%	162.6%[activator]	-16.7%
COc1ccc(OC)c(/C=N/n2c(COc3ccccc3)n[nH]c2=S)c1	?	3.3%	-7.0%	99.9%[activator]	?	1.6	?	-0.4%	44.6%[activator]	-0.3%
COc1ccc(-c2c(C)oc3c(CN4CCOCC4)c(O)ccc3c2=O)cc1OC	-8.4%	4.0%	-5.8%	7.2%	1.1%	2.9	-3.3%	-30.0%	9.8%	-2.6%
Cc1ccc(S(=O)(=O)CCc2nnc(NC(=O)c3ccco3)s2)cc1	2.0%	3.5%	8.6%	-3.8%	7.8%	3.3	9.2%	8.9%	-1.8%	-9.2%
COc1ccc(/C=N/NC(=O)c2nn(-c3ccccc3)c(=O)c3c(N)scc23)cc1	?	8.3%	1.2%	?	0.0%	1.4	4.4%	2.8%	-18.2%	-5.0%
Cc1nc2ccccc2n(CC(=O)Nc2cc(Cl)cc(Cl)c2)c1=O	32.4%[activator]	1.9%	5.1%	22.6%	0.0%	0.0	3.9%	-0.5%	-1.9%	-4.1%
Cc1ccc2c(c1)C1(OCCCO1)C(=O)N2	0.1%	2.1%	3.5%	-11.2%	3.6%	-0.2	-1.4%	.	-0.7%	0.5%
COc1ccc(C2C(C(=O)NCC3CCCO3)CCC(=O)N2c2ccc3c(c2)OCO3)cc1 (configuration not stated)	9.2%	-4.3%	-3.1%	-4.1%	9.6%	5.4	3.1%	0.0%	-2.9%	-2.8%
Cc1ccnc(NC(=O)C2CCN(S(=O)(=O)c3ccc(C)c(C)c3)CC2)c1	.	0.4%	21.0%	.	0.0%	-0.9	.	9.7%	0.2%	-3.9%
COc1ccc(SC[C@H](CC(C)C)N2CCN(CCc3ccccc3)CCC2=O)cc1	.	16.1%	-27.5%	-5.6%	-31.6%[inhibitor]	-0.3	10.5%	-1.0%	18.4%	-5.2%
SMILES	Menin MLL FP TR	A-T KAP1 phos	Mito fusion act	MBNL1 CUG block	Integrin act MD	TSHR antagonist	CXXC DNA block	TCR act	ASM inhibitor	TSG101-PTAP inh
O=C(NCc1ccccc1)c1ccc2c(c1)S(=O)(=O)c1cc(Cl)ccc1C2=O	.	-8.8%	7.7%	.	5.5%	-7.9	.	-0.6%	-7.3%	0.0%
O=C(NCc1ccco1)/C(=C\c1ccco1)NC(=O)c1cccs1	0.6%	0.0%	-9.4%	16.1%	7.2%	-1.2	-11.3%	5.6%	-0.5%	-5.6%
O=C(Nc1cccc([N+](=O)[O-])c1)NC1CCS(=O)(=O)C1 (configuration not stated)	21.3%	-1.4%	-2.2%	?	3.5%	2.7	-12.2%	2.2%	0.3%	-1.8%
COC1CCCN(C(=O)c2cccc(OC3CCN(S(=O)(=O)N(C)C)CC3)c2)C1 (configuration not stated)	-16.1%	-2.3%	-2.4%	-4.6%	24.2%	-1.7	8.5%	-5.6%	3.9%	-1.5%
COc1ccccc1Oc1c(C)oc2c(CN3CCOCC3)c(O)ccc2c1=O	.	2.7%	6.6%	-0.3%	9.6%	-12.1	-3.9%	-2.2%	28.6%	0.1%
C[C@@H]1ON(C)[C@H]2C[C@H]3c4cc(N5CCN(C)CC5)ccc4CCN3C(=O)[C@@H]12	.	.	.	.	7.4%	.	.	6.0%	8.4%	1.1%
Cc1cc2oc(=O)cc(CN3CCCCC3C)c2cc1C(C)C (configuration not stated)	?	-2.1%	-29.2%	-3.3%	-19.1%	-7.5	3.2%	-12.3%	1.4%	1.1%
COc1ccc(Br)c(OC)c1C(=O)NC(=O)Nc1c(F)cccc1F	-23.5%	-12.3%	3.4%	-5.7%	-9.9%	-7.0	-2.9%	-3.3%	4.9%	-3.3%
O=C(Nc1cccc(C(F)(F)F)c1)C1(c2ccccc2)CC1	15.3%	6.0%	-0.8%	-4.8%	2.3%	4.4	-5.5%	-0.8%[46.1 µM]	-0.7%	0.0%
O=S1(=O)[C@H]2C[C@@H]3C=C[C@@]2(CN1Cc1ccccc1F)O3	-8.0%	6.6%	1.6%	-15.6%	-1.2%	10.3	-5.2%	-2.0%	0.4%	-0.2%
CCOC(=O)C1C(O)=CC(=O)CC1c1ccccc1 (configuration not stated)	.	10.2%	-6.2%	.	-3.7%	-11.2	.	-0.6%	9.8%	-1.4%
CCOc1ccccc1NC(C)C(=O)Nc1cc(C(F)(F)F)ccc1N1CCOCC1 (configuration not stated)	-17.5%	7.4%	?	1.1%	0.0%	4.9	1.1%	9.3%[46.1 µM]	-3.7%	-4.1%
CCOc1cccc(OCCOCCN2CCCC2)c1	2.0%	10.0%	-2.0%	5.5%	20.4%	1.8	1.0%	5.4%	3.0%	-6.2%
COc1ccc(NC(=O)CSc2nnc3ccc(-c4cccnc4)nn23)cc1	.	-0.1%	-0.6%	.	-0.9%	16.3	.	1.6%	1.7%	0.2%
O=C(N/N=C/c1oc(O)c2ccccc12)c1ccccc1O	10.1%	-2.7%	4.2%	4.5%	-4.6%	-0.6	5.5%	-2.7%	7.8%	-6.8%
C=CCn1c(CNC(=O)c2cccs2)nnc1SCc1ccc(Cl)cc1Cl	3.0%	11.9%	?	-10.7%	-6.0%	-24.5	6.1%	0.8%[46.1 µM]	-2.4%	-4.3%
COc1c(N2CCN(C(=S)Nc3ccc(F)cc3)C(C)C2)c(F)cc2c(=O)c(C(=O)O)cn(C3CC3)c12 (configuration not stated)	-23.0%	-3.9%	-2.7%	1.2%	-11.6%	-6.5	-8.3%	1.4%	18.3%	-1.1%

Bioassay records from PubChem BioAssay.
